Bioassay records from PubChem BioAssay.
AmpC detergent = qHTS Inhibitors of AmpC Beta-Lactamase (assay with detergent); P00811; AmpC hydrolysis of nitrocefin, absorbance 480 nm, 0.01% Triton; Potency, µM (highest dose often 114 µM), inactives show top-dose activity change, negative = inhibition, usual class: inhibitors; hit rate 0.041% among 370,000; AID 485294, 2010;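 further: potency means the concentration at half of the fitted maximal effect; 0% = no-compound wells and -100% = no-enzyme wells; nearly all actives have a fitted effect of over 25% in size; some results filed as inactive show a strong effect at the top dose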
Target sequence (P00811 whole entry, looked up): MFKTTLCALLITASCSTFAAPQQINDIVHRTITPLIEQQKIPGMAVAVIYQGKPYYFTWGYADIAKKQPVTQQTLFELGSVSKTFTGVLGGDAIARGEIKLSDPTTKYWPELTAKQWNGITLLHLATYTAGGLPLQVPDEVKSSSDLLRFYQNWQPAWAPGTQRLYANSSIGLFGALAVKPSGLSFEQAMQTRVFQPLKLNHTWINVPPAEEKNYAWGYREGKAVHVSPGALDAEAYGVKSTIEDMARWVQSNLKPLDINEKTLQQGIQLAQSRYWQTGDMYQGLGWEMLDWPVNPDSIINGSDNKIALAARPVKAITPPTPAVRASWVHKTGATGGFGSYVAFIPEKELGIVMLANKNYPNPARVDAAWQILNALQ
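AmpC (5.3 nM in the dispensed reagent) in 20 mM phosphate pH 7.0 with 0.01% (detergent screen) or 0.0001% Triton X-100 was preincubated with compounds for 15 min at room temperature. Nitrocefin was then added from an 800 uM solution, and hydrolysis was followed at 480 nm.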
Giardia FBPA inh = qHTS Assay for Inhibitors of Fructose-1,6-bisphosphate Aldolase from Giardia Lamblia. Potency, µM (highest dose often 59.6 µM), for inactives: top-dose activity, negative = inhibition, actives largely listed as inhibitors. hit rate 0.71% among 290,000. AID 2451, 2010. A8B2U2. purified Giardia FBPA; further: potency means the concentration at half of the fitted maximal effect; nearly all actives have a fitted effect of over 55% in size
Target sequence (A8B2U2 whole entry, looked up): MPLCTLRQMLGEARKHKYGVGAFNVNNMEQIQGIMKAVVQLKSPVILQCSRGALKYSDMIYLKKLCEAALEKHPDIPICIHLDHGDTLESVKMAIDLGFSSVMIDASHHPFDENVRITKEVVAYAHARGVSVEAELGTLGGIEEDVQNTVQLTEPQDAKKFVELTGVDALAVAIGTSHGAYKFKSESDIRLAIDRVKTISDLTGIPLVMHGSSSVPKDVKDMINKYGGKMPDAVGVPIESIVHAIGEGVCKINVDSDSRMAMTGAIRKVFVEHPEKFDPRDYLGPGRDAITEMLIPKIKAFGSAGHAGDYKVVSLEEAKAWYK
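Giardia FBPA (40 nM reagent) was preincubated 10 min at RT with compound (up to 57.5 uM final), then substrate plus GAPDH/TPI/NAD/arsenate coupling system with diaphorase/resazurin was added; resorufin fluorescence (525/598 nm) was read after 20 min.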
HCMV inh = qHTS Assay for inhibitors of the human cytomegalovirus (HCMV). HFF cells, HCMV-luciferase reporter, 72 h; stronger effect = lower value. activity change, negative = inhibition, % at 57.5 µM. hit rate 4.5% among 410,000; in the data active means activity change below about -60%; inconclusive means no clear call, values can overlap the other calls; inactive means above about -39%
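HFF cells seeded 16 h at 37C, treated with compounds, infected with luciferase-reporter HCMV at MOI 1 PFU/cell; luciferase read at 72 h post infection, normalized to buffer-only and Salinomycin controls.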
AMA1 RON2 block = qHTS for Inhibitors of AMA1-RON; Towards Development of Antimalarial Drug Lead: Primary Screen; Plasmodium falciparum AMA1 (3D7) - RON2 peptide interaction; AlphaScreen AMA1-biotinylated RON2 peptide binding; Potency, µM (doses to about 58.2 µM), inactives show at the highest dose activity change, negative = inhibition, usual class: inhibitors; hit rate 0.2% among 360,000; AID 720542, 2013;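 further: potency means the concentration at half of the fitted maximal effect; 0% = vehicle wells and -100% = peptide control; nearly all actives have a fitted effect of over 45% in size; some results filed as inactive show a strong effect at the top dose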
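AMA1 (3D7) with his tag at 25 nM final met compounds first, then biotinylated RON2 peptide at 25 nM; detection used donor plus acceptor beads, 10 µg/mL apiece, read by AlphaScreen after 30 min at room temperature.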
Sm TGR block = qHTS Assay for the Inhibitors of Schistosoma Mansoni Peroxiredoxins; Schistosoma mansoni thioredoxin glutathione reductase (TGR), Q962Y6; purified TGR, DTNB reduction, TNB absorbance 405 nm; Potency, µM (series often up to 114 µM), without a hit: top-dose activity change, negative = inhibition, most hits filed as inhibitors; hit rate 3% among 360,000; AID 485364, 2010; further: potency means the concentration at half of the fitted maximal effect; nearly all actives have a fitted effect of over 60% in size
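Kinetic colorimetric format: TGR-catalysed, NADPH-driven DTNB reduction monitored via TNB absorbance. Enzyme dispensed at 20 nM; compound exposure 15 min at room temperature before reaction start.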
HCV inhibitor = qHTS Assay for Inhibitors of Hepatitis C Virus (HCV) | Huh7.5.1 HCVcc-Cre infection, luciferase reporter, 44 h | Potency, µM (doses to about 41.8 µM), inactives show at the top dose activity change, negative = inhibition, actives largely listed as inhibitors | hit rate 3.4% among 340,000 | AID 651820, 2012; further: potency means the concentration at half of the fitted maximal effect
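Whole-lifecycle infectious HCVcc-Cre system; cells 1,000/well, compound then virus (~0.5 moi) added 4 h after plating, 44 h culture. Luciferase read 15 sec following 15 min substrate incubation, room temp.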
* marks the source's active call; other numbers are inactive results; ? = inconclusive; / = no result given; & = joins results of further samples; [ ] = remark or other dose. Unless noted, the call rests on the fitted dose curve; in most records, active means well fitted curve in the direction sought with a large enough effect; inconclusive means small, poorly fitted or top-dose-only effect, or another doubt; inactive means no such curve, though single readings can be large; an effect the other way counts as inactive or inconclusive. Unless noted, on the % scale 0 is the no-effect control and ±100 the full control effect.

SMILES	AmpC detergent	Giardia FBPA inh	HCMV inh	AMA1 RON2 block	Sm TGR block	HCV inhibitor
COc1ccc(CCNC(=S)NCc2cccs2)cc1OC	-2%	-3%	8	-1%	-3%	-20%
Cn1c(=O)c2c(nc(NCc3ccc4c(c3)OCO4)n2Cc2ccccc2Cl)n(C)c1=O	-6%	-11%	3	1%	9%	5%&10%
Cc1ccc([N+](=O)[O-])cc1S(=O)(=O)N1CCCCC1C(=O)O (centres undefined)	?	6%	105	1%	3%	6%
CCOc1ccc(S(=O)(=O)N2CCN(C(=S)NCC3CCCO3)CC2)cc1 (centres undefined)	-12%	/	?	-4%	-5%	-4%[8.37 µM]
COc1ccccc1NC(=S)c1ccccc1	?	-6%	?	2%	-24%	8%
Cc1ccc(-c2nnn(CC(=O)N(Cc3ccccc3F)C(C(=O)NC3CCCC3)c3ccncc3)n2)o1 (centres undefined)	0%	-5%	2	-10%	40µM*	?
O=C(Nc1ccc(Cl)cc1)c1cc(S(=O)(=O)N2CCOCC2)cs1	?	-8%	?	1%	1%	5.6µM*
CN1CCN(C(=O)/C(=C\c2ccc3c(c2)OCO3)NC(=O)c2cccs2)CC1	-7%	6%	-27	6%	0%	24%
CCc1cc(=O)oc2cc(OCC(N)=O)c(Cl)cc12	-10%	1%	44	-8%	-4%	-12%
COC(=O)c1cccc(NC(=O)C(C)N2C(=O)c3ccccc3C2=O)c1 (centres undefined)	4%	3%	4	7%	3%	12%
CN(CCOc1ccc(Cl)cc1)C(=O)c1cccc(S(=O)(=O)N2CCN(c3ccccc3)CC2)c1	/	/	-25	-9%	/	3.5µM*
COc1ccc(S(=O)(=O)N2CCCCCC2)cc1C(=O)N(C)Cc1ccc(Cl)cc1Cl	-17%	/	-29	-6%	-1%	11µM*
Cc1ccc(Cl)cc1N1CCN(C(=O)Cn2nc(C)c3sc4ccccc4c3c2=O)CC1	21%	/	-32	/	0%	/
COc1ccccc1[C@]1(C)ON(c2ccccc2C(F)(F)F)C1=O	3%	/	-1	22%	0%	?
O=c1[nH][nH]c2nc(C(F)(F)F)cc(C(F)(F)F)c12	3%	-4%	8	-2%	-20%	9%
Nc1c(-c2nc(-c3ccccc3)cs2)c2ccccn2c1C(=O)c1ccc2c(c1)OCO2	3%	/	17	/	-8%	/
COCCN(C(=O)COC(=O)c1ccccc1NCc1ccco1)c1c(N)n(Cc2ccccc2)c(=O)[nH]c1=O	-7%	/	7	-23%	7%	?
CCOc1ccc(C(=O)c2cn(CC(=O)Nc3ccc4c(c3)OCO4)c3ccc(OC)cc3c2=O)cc1	8%	/	-8	/	-3%	/
O=C(Cc1ccccc1)Nc1ccc(SC(F)F)cc1	-4%	-17%	95	5%	-8%	?
Cc1c(NC(=O)c2c([N+](=O)[O-])cnn2C)c(=O)n(-c2ccccc2)n1C	-14%	-2%	8	-5%	6%	-3%
O=C(CSc1ccc(Cl)cc1)NN=C1CCCCCC1	?	-1%	-4	19%	3%	12%
O=C(Cn1ccc([N+](=O)[O-])n1)NCc1nc2ccccc2[nH]1	4%	0%	-37	7%	0%	12%
Cc1ccc(S(=O)(=O)NCC2(c3ccccc3)CCOCC2)cc1	4%	-10%	38	5%	2%	5%
Cc1ccc(-n2c(=O)[nH]c3ncccc3c2=O)cc1	-1%	-9%	-25	-2%	9%	13%

Grouped by structure: the entries above containing a CF3 group.
SMILES	AmpC detergent	Giardia FBPA inh	HCMV inh	AMA1 RON2 block	Sm TGR block	HCV inhibitor
COc1ccccc1[C@]1(C)ON(c2ccccc2C(F)(F)F)C1=O	3%	/	-1	22%	0%	?
O=c1[nH][nH]c2nc(C(F)(F)F)cc(C(F)(F)F)c12	3%	-4%	8	-2%	-20%	9%

Carrying on:
SMILES	AmpC detergent	Giardia FBPA inh	HCMV inh	AMA1 RON2 block	Sm TGR block	HCV inhibitor
CNS(=O)(=O)c1cccc(C(=O)OCc2csc(-c3ccccc3)n2)c1	?	-8%	5	-6%	-9%	?
CCOC(=O)C(NCCc1ccc(F)cc1)(NC(=O)CC)C(F)(F)F (centres undefined)	-9%	6%	-21	9%	-2%	-11%
Cn1cc(/C=C/C(=O)N2CCCC(C(=O)c3ccc(C(C)(C)C)cc3)C2)cn1 (centres undefined)	5%	-4%	3	-14%	-1%	-2%
CCCNC(=O)C(Cc1ccc(Cl)cc1)NC(=O)c1ccc(-c2ccccc2)cc1 (centres undefined)	3%	/	?	0%	-10%	?
CCc1nnc(SC(C)C(=O)Nc2nccs2)n1C (centres undefined)	-6%	/	87	1%	-30%	1%
O=C(NCc1ccc(Cl)cc1)c1noc2c1CCCC2	2%	0%	0	0%	5%	-25%
C#CCOCCOCCOCCNc1nc(N2CCN(C(=O)CCCCCCCCCCNC(=O)[C@H](CO)n3cc(CCCSC)nn3)CC2)nc(N2CCN(C(=O)CCCCCCCCCCNC(=O)[C@H](CCCN=C(N)N)n3cc(C[C@@H](C)CC)nn3)CC2)n1	1%	/	/	?	-23%	?
Cc1ccc(N=CC2=C(O)CC(c3ccc(Cl)cc3)CC2=O)cc1 (centres undefined)	2%	7%	-1	3%	2%	0%
CCN(CC)CCN1C(=O)C(=O)/C(=C(/O)c2ccc(OC(C)C)cc2)C1c1cccs1 (centres undefined)	-2%	-3%	-3	1%	?	22%
Cc1cn2c(=O)cc(COC(=O)COc3ccc(C)c(C)c3)nc2s1	14%	/	21	/	22%	/
Cc1ccc(S(=O)(=O)N2CCN(c3ccccc3)CC2)cc1C(=O)NC1CCCCC1	-1%	/	-35	-3%	-6%	?
COc1ccc(/C=C2\SC(=S)N(CCCC(=O)N3CCOCC3)C2=O)cc1OC	-9%	15%	12	-7%	8%	3%

Compound profiles, from the list above:
Cc1ccc([N+](=O)[O-])cc1S(=O)(=O)N1CCCCC1C(=O)O (centres undefined) across the screens: AmpC detergent: ?; Giardia FBPA inh: 6%; HCMV inh: 105; AMA1 RON2 block: 1%; Sm TGR block: 3%; HCV inhibitor: 6%
CN1CCN(C(=O)/C(=C\c2ccc3c(c2)OCO3)NC(=O)c2cccs2)CC1 across the screens: AmpC detergent: -7%; Giardia FBPA inh: 6%; HCMV inh: -27; AMA1 RON2 block: 6%; Sm TGR block: 0%; HCV inhibitor: 24%

Other entries
SMILES	AmpC detergent	Giardia FBPA inh	HCMV inh	AMA1 RON2 block	Sm TGR block	HCV inhibitor
Cc1ccc(C(=O)N/C(=C\c2ccc3c(c2)OCO3)C(=O)Nc2ccc(C(=O)O)cc2)cc1	2%	9%	0	12%	7%	8%
CC(C(=O)Nc1ccccc1-c1ccccc1)N1CCN(C(=O)c2ccccc2)CC1 (centres undefined)	3%	1%	?	2%	-9%	-3%
COc1ccc(-c2c3c(=O)n(C)c(=O)n(C)c3c3n2-c2ccccc2NC3c2ccccc2OC)cc1 (centres undefined)	32%[activator]	/	-9	/	-2%	/
CC(=O)OC(=C(OC(C)=O)c1ccccc1)c1ccccc1	/	/	-21	-15%	/	-4%
Cn1cccc1/C=N/n1c(-c2ccc(Cl)cc2)n[nH]c1=S	-10%	30%	?	34%[activator]	-18%	-7%
Cn1ccc(=S)c2ccccc21	-4%	?	-21	-21%	?	-3%
CCOC(=O)C1=C(N)N(c2ccc(C)cc2)C2=C(C(=O)CCC2)C1c1cccs1 (centres undefined)	?	-9%	-87*	7%	-9%	?
O=C(NC1CC(=O)N(c2cccc(F)c2)C1)C1CC1 (centres undefined)	1%	/	7	/	2%	/
COCCN1Cc2cccc(C(=O)Nc3ccc(C)c(C)c3)c2C1=O	?	-14%	1	-10%	3%	-15%
Cc1ccccc1C(=O)Nc1cccc(C(=O)N/N=C/c2cc(Cl)cc([N+](=O)[O-])c2O)c1	1%	29%	-22	?	-6%	5%
COCCNC(=O)CN(C(=O)CCC(=O)Nc1ccccn1)c1ccc(F)c(Cl)c1	0%	6%	42	/	6%	/
CCN(CC)CCOC(=O)c1ccc(NC(=O)CNC(=O)C2CCCCC2)cc1	?	-9%	9	12%	-6%	5%
COc1ccccc1CCNC(=O)C1CCC(=O)N(C2CC2)C1 (centres undefined)	-3%	0%	20	1%	-2%	14%
CC1CCN(C(=O)c2cc(F)c(F)cc2Cl)CC1	?	3%	2	-1%	2%	0%
Cc1ccc(-n2c(C)nnc2SCC(=O)N2CCc3ccccc3C2)cc1	?	6%	?	-6%	-2%	-10%
OCC[C@@H]1C[C@H](O)[C@@H](O)[C@]2(CCc3ccccc3O2)O1	4%	13%	-38	17%	8%	13%
CC(C)CC(=O)N(c1ccc(F)cc1)C1C=CS(=O)(=O)C1 (centres undefined)	-1%	7%	-10	-2%	3%	-3%
Cc1ccc(C)n1-c1sc2c(c1C(=O)O)CCCC2	?	-10%	1	-17%	0%	19%
O=C(CSc1nnc2scc(-c3ccc(Cl)cc3)n12)Nc1ccccc1F	3%	/	-34	/	2%	/
Oc1cccc2c3c(oc12)CCCC3	/	/	30	-17%	/	?
CCCNC(=O)N1CCC(C(=O)c2cccc(F)c2)CC1	-4%	/	-4	-10%	1%	20%
COCCN(Cc1ccccc1)C(=O)Cc1ccc(OC)c(S(=O)(=O)N2CCOCC2)c1	-16%	/	1	45%[activator]	-1%	11%
Cc1cccc(OCC(=O)NCCCNC(=O)c2cccnc2)c1	-16%	0%	-11	23%	-1%	10%
Cc1ccc(S(=O)(=O)Nc2nc(-c3ccc(F)cc3)cs2)cc1	0%	15%	17	-9%	-13%	6%
Cc1ccc(C(=O)O)cc1-c1ccc(/C=C2\SC(=O)N(CC(=O)Nc3ccc4c(c3)OCO4)C2=O)o1	?	/	-2	-15%	33%	-11%
Cn1cccc1/C=C1\SC(=Nc2ccccc2)NC1=O	-3%	1%	2	-23%	-25%	7.9µM*
CC(=O)[C@]1(O)Cc2c(O)c3c(c(O)c2[C@@H](O[C@H]2C[C@H](N)[C@H](O)[C@H](C)O2)C1)C(=O)c1ccccc1C3=O	/	-6%	/	-2%	/	11µM*
Cc1cc(C)n(-c2ccc(Cl)c(C(=O)Nc3ccc(OC(F)(F)F)cc3)n2)n1	-3%	7%	2	4%	-10%	36%[activator]
CN(C)CCNC(=O)C(=O)Nc1cc2c3c(c1)CCN3C(=O)CC2	?	15%	45	2%	-3%	4%
COC(=O)c1c(C)[nH]c(C(=O)N2CCN(c3ccc(OC)cc3)CC2)c1C	1%	5%	21	/	-7%	/
CCOC(=O)c1cnc2ccc(C(=O)OC)cc2c1Nc1cccc(C(=O)O)c1	-12%	-1%	-12	5%	0%	4%
CC(=O)Nc1ccc(NC(=O)C(C)c2cccc(C(=O)c3ccccc3)c2)cc1 (centres undefined)	-2%	-2%	-4	10%	-1%	-7%
Cc1ccc(C(C)NC(=O)c2cccs2)cc1 (centres undefined)	/	/	0	-9%	/	-7%
Cc1ccc(CCNC(=O)CSCc2ccc(F)cc2)cc1	-10%	-1%	1	-2%	-5%	16%
Nc1oc2ccc(F)cc2c(=O)c1C=O	6%	-7%	-15	-2%	4%	7%
O=C(O/N=C1/CCSc2ccccc21)c1ccccc1	-8%	-5%	6	29%	-7%	12%
